# BCR signal inh = inhibitors of chronic active B-cell receptor signaling; 0.05% of 340,000 active; AID 493014; Potency, µM (highest dose often 46.1 µM), without a hit: at the highest dose ratio change, negative = lower green/red ratio, usual class: inhibitors; ABC-DLBCL IkBa-CBG/CBR reporter, luminescence ratio, 4 h; active = well fitted inhibition curve with a large enough effect in the signal ratio, with a control signal flat, not every such curve was filed as active; inconclusive = small, poorly fitted or top-dose-only effect, or effect the other way, or a change in a side signal; the % refers to the signal ratio;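 note: potency is the fitted concentration of half-maximal effect; plate controls were basal doxycycline-induced cells for no effect and cells given 10 µM MG132 for full effect; MG132 reads +100%, hits lower the ratio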
#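 Concentration-response series (up to 46 uM) were applied to TMD8 dual-reporter cells for 4 h at 37C with doxycycline. Green/red ratio, after filter-overlap correction, defined %Activity; red signal alone was normalised to basal cells and zero luminescence.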
# hERG WT inh = blocks the wildtype human KCNH2 potassium channel; Q12809; U2OS, BacMam KCNH2, thallium flux FluxOr; active compounds read low; activity change, % at 1.84 µM; 0.37% of 340,000 active; AID 720551;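 active = maximum activity change below -70%; inconclusive = maximum activity change between -70% and -50%; inactive = maximum activity change above -50%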; note: % is set by controls: 0 for no effect and ±100 for the full control effect
# Target sequence (Q12809 whole entry, looked up): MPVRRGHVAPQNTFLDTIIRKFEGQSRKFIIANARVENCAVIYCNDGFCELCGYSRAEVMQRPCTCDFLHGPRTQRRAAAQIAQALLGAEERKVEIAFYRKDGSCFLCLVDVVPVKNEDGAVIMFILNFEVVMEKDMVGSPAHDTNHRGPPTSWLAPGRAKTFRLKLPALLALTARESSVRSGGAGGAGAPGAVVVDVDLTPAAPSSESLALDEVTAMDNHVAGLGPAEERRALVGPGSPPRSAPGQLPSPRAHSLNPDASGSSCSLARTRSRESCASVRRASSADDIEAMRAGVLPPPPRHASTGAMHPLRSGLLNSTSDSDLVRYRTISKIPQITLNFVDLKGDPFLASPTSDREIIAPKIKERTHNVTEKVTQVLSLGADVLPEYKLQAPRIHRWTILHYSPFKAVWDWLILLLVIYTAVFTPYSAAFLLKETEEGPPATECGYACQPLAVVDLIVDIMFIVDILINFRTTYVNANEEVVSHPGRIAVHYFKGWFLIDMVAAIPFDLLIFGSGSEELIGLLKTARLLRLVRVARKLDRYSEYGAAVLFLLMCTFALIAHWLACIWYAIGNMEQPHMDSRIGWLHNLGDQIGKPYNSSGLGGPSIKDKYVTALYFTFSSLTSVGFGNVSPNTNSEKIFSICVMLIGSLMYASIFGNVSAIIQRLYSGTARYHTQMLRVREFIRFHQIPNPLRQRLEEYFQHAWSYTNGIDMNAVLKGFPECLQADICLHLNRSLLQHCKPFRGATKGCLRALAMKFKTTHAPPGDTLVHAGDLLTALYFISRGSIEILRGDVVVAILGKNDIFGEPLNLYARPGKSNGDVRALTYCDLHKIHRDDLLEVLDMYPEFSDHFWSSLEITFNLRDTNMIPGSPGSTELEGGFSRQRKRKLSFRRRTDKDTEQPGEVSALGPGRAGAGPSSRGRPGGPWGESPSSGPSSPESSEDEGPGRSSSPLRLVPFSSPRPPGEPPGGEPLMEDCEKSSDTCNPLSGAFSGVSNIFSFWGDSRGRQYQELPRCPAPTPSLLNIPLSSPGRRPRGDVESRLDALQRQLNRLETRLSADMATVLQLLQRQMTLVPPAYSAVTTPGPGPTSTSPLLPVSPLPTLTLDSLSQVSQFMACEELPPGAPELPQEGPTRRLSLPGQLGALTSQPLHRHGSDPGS
#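 U2OS cells were transduced with wild-type KCNH2 virus (2.03 x 10^8 / mL) for 4 h at room temperature, then cultured overnight at 37 C. Thallium flux was read with FluxOr dye. Rate constants were normalized to DMSO controls.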
# GALK inhibitor = inhibitors of human galactokinase; Potency, µM (top dose mostly 57.5 µM), for inactives: at the top dose activity change, negative = inhibition, hits mostly inhibitors; P51570; Purified GALK, Kinase-Glo residual ATP luminescence; 0.007% of 270,000 active; note: potency is the fitted concentration of half-maximal effect; % is set by controls: 0 for no effect and ±100 for the full control effect
#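 Quantitative HTS: GALK 5 nM, ATP 35 uM, galactose 100 uM, 1 h room temperature, then luciferase-based ATP detection.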
# TCR activator = activators of T cell receptors; 330,000 tested, under 10 active; AID 504894; Potency, µM (series often up to 9.22 µM), for the others: top-dose activation of IL-2 secretion, most hits filed as activators; primary human leukocytes, anti-CD3, IL-2 HTRF, 48 h; note: % of control where 0% means no effect
#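 IL-2 produced over 48 hr by a-CD3 bead-stimulated primary human leukocytes exposed to compounds was detected with a homogeneous time-resolved FRET immunoassay, 665nm acceptor signal after 320nm excitation.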
# MLL CXXC-DNA inh = inhibitors of human MLL CXXC domain-DNA interaction | Q03164 | MLL-CXXC / FITC-HOXA9 DNA fluorescence polarization | Potency, µM (highest dose often 115 µM), for inactives: at the top dose activity change, negative = inhibition, usual class: inhibitors | 0.037% of 290,000 active | AID 2662; active = well fitted inhibition curve with a large enough effect in the polarisation, with a control signal flat, not every such curve was filed as active; inconclusive = small, poorly fitted or top-dose-only effect, or effect the other way, or a change in a side signal; inactive = no such curve, though single readings can be large or run the other way; the % refers to the polarisation; note: potency is the fitted concentration of half-maximal effect
#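 Fluorescence polarization: 7 uM MLL-CXXC (stock) preincubated 5 min with compounds, then 50 nM fluorescein-HOX-A9 DNA (stock) added; 30 min ambient. Buffer 50 mM Tris-HCl pH 7.5, 50 mM NaCl, 1 mM DTT, 0.05% BSA.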
# A-T KAP1 phos = potential ataxia-telangiectasia treatments restoring KAP-1 phosphorylation | Potency, µM (titrated, usually from 57.5 µM), for the others: at the top dose activation, actives largely listed as activators | 0.19% of 320,000 active | […] A-T fibroblasts, KAP-1 phosphorylation AlphaLISA; neocarzinostatin DNA damage 30 min before lysis; note: potency is the fitted concentration of half-maximal effect; % of control where 0% means no effect; nearly all actives have a fitted effect of over 45% in size
#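 ATM-like activity read as KAP-1 phosphorylation via AlphaLISA donor/acceptor antibody pairs after lysis and 6 hr at 25C. Cells were ATM-null patient fibroblasts ([…], hTERT), dosed 60 min, then exposed to the DSB inducer NCS for 30 min.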
# Coupling enz = coupling enzyme interference in Giardia aldolase counter-screen | coupling enzyme system counterscreen, AmpLite Red fluorescence | activity change, negative = inhibition, % at 58.2 µM, hits read low | 0.67% of 290,000 active; in the data active = activity change below about -30%; note: % is set by controls: 0 for no effect and ±100 for the full control effect
#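 Final compound at 57.5 uM, incubated 10 min at RT with coupling enzyme reagent (glyceraldehyde-3-phosphate), then 20 min with substrate and AmpLite Red detection. Fluorescence read at 525/598 nm; tests interference with the coupling assay, not aldolase inhibition.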
# TSHR antagonist = blocks TSH signaling through the human TSH receptor | P16473 | TSHR-expressing cells, TSH-stimulated cAMP HTRF, 2 h; active compounds read low | activity change, negative = inhibition, % at 11.5 µM | 0.2% of 330,000 active;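 active = activity change below a set negative limit, meaning inhibition stronger than a set level, cut at about -70% in these data; inconclusive = activity change between two set negative limits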; note: % is set by controls: 0 for no effect and ±100 for the full control effect
#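 Competitive HTRF cAMP read-out (cryptate anti-cAMP antibody, cAMP-d2; 30 min, room temperature) in freshly harvested TSHR cells. Compounds added before TSH at EC80 (4nM final), followed by 2 hours' incubation at 37 deg C.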
# Giardia killer = Giardia lamblia killing; Giardia lamblia trophozoite viability; activity change, % at 7.66 µM, hits read low; 0.15% of 340,000 active; AID 540267; in the data active = activity change below about -80%; inconclusive = between about -30% and that limit;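 note: parasites exposed to compound for two days anaerobically before the ATP read; % is set by controls: 0 for no effect and ±100 for the full control effect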
#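 Luminescent ATP signal served as the viability read-out, measured 15-30 min after adding ATP detection reagent to trophozoites that had been incubated with compounds for 48 hrs at 37 deg C anaerobically at 100 cells/well.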
# Tb PFK block = blocks T. brucei phosphofructokinase | O15648 | T. brucei PFK, ADP-Glo luminescence | Potency, µM (doses to about 57.5 µM), without a hit: at the highest dose activity, negative = inhibition, hits mostly inhibitors | 0.17% of 330,000 active | AID 485367;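 note: potency is the fitted concentration of half-maximal effect; 0% = uninhibited 1x PFK enzyme wells and -100% = no-enzyme wells; nearly all actives have a fitted effect of over 60% in size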
#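 Activity is normalized to no-enzyme wells (full inhibition) and 1.25 nM enzyme wells (no inhibition). Reaction: 0.5 mM F6P, 0.1 mM ATP, 45 min RT, ADP-Glo luminescence; concentration-response curves fitted and classed by quality.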
# * hit, by the source's call; ? = inconclusive; nt = no result given; [ ] = another dose, or the depositor's remark. Unless noted, calls come from the whole dose curve; as a rule, active = well fitted curve in the direction sought with a large enough effect; inconclusive = small, poorly fitted or top-dose-only effect, or another doubt; inactive = no such curve, though single readings can be large; an effect the other way counts as inactive or inconclusive.
SMILES,BCR signal inh,hERG WT inh,GALK inhibitor,TCR activator,MLL CXXC-DNA inh,A-T KAP1 phos,Coupling enz,TSHR antagonist,Giardia killer,Tb PFK block
COc1ccccc1NC(=O)Cn1cc(C(=O)c2ccco2)c2ccccc21,?,13,0%,-6%,-6%,5%,-6,-9,10,0%
CC(=O)CSc1nnc(-c2ccc(S(=O)(=O)N3CCCC3)cc2)n1C,4%,15,-2%,7%,-4%,-6%,2,15,25,3%
COCCn1c(SCC(=O)Nc2ccccc2)nnc1-c1ccoc1C,3%,1,1%,-4%,2%,1%,-1,-4,-11,6%
O=c1[nH]c2cc3c(cc2cc1C(c1nnnn1CC1CCCO1)N1CCCCCC1)OCO3 (stereo not given),?,nt,1%,-11%[46.1 µM],5%,-9%,-3,16,nt,0%
CC(C)Oc1ccc(C(=O)Nc2ccc(N3CCN(C(=O)c4ccco4)CC3)cc2)cc1,11%,-6,-2%,-1%,-2%,-1%,3,-21,-16,1%
O=C(COC(=O)c1ccc(Br)o1)NCc1ccc2c(c1)OCO2,-7%,5,nt,-7%,nt,10%,nt,nt,2,2%
CCc1cc2c(=O)[nH]c(N3CCOCC3)nc2s1,?,-9,0%,-1%[46.1 µM],10%,nt,1,-3,10,-7%
CN1CCN(C(=O)/C(=C/c2cccnc2)NC(=O)c2cccc(Br)c2)CC1,0%,6,6%,3%,2%,1%,1,6,-16,-8%
CCOC(=O)c1ccc(NC(=O)c2nc[nH]c2C(=O)NCCCCNC(=O)c2[nH]cnc2C(=O)Nc2ccc(C(=O)OCC)cc2)cc1,4%,nt,nt,12%,nt,5%,nt,1,4,-1%
CSc1ccc(CN(C)C(=O)C23CC4CC(CC(Cl)(C4)C2)C3)cc1,10%,0,15%,6%,3%,7%,1,-20,30[activator],7%
O=C(CN1CCN(S(=O)(=O)c2ccc(Br)cc2)CC1)N/N=C/c1ccncc1,-1%,-6,0%,4%,-7%,9%,1,18,-3,-19%
COC(=O)C(C)Nc1cccc(Br)c1 (stereo not given),-9%,-17,-1%,-1%,-9%,46%,5,5,-6,2%
Cc1nc2sc3c(=O)[nH]nnc3c2c(C)c1Br,-1%,0,-1%,6%,1%,7%,7,-2,-11,1%
O=C(NC1CCS(=O)(=O)C1)c1sc2ccccc2c1Cl (stereo not given),-6%,-6,1%,-3%,0%,-1%,3,-1,6,8%
O=C(CSc1nc2[nH]ncc2c(=O)[nH]1)Nc1ccc(F)cc1,15%,-30,nt,3%,nt,7%,nt,-1,17,-1%
O=c1c2cc(Br)ccc2nc(-c2ccccc2)n1O,?,7,-6%,-3%,-9%,0.71µM*,-2,-21,14,0%
COc1ccc(NC(=O)CCC(=O)Nc2nnc(C3CCCCC3)s2)c(OC)c1,7%,-14,9%,-2%,21%,-1%,1,1,4,-2%
Cc1ccccc1Nc1nc(N)nc(COC(=O)CCS(=O)(=O)c2ccc(Cl)cc2)n1,?,-14,nt,-8%,nt,8%,nt,-1,-15,-9%
O=C(O)CSCNC(=O)C12CC3CC(CC(C3)C1)C2,?,2,0%,1%,11%,-4%,5,2,1,-2%
CCCCn1nnc(NC(=O)c2ccco2)n1,-1%,11,5%,-8%,-4%,-3%,2,2,23,0%
Cc1ccc(S(=O)(=O)C2CCOC2=O)cc1 (stereo not given),-5%,-1,1%,5%,7%,-5%,0,13,3,-2%
O=C(N/N=C/c1cccc([N+](=O)[O-])c1)c1ccc2nc[nH]c2c1,?,-7,4%,-6%,-5%,nt,0,5,-8,6%
Cc1ccc(NC(=O)C(=Cc2ccc(C(=O)O)cc2)C(=O)Nc2ccc(C)cc2C)c(C)c1,?,nt,-5%,-2%,23%,20µM*,0,-10,-9,10%
Cn1c(CC(=O)Nc2ccccc2)c(Sc2ccccc2)c2ccccc21,0%,0,nt,10%[46.1 µM],11%,7%,-1,-1,-11,0%
Cc1ccc(CN2CCN(C(=O)CCC(=O)Nc3nnc(C(C)C)s3)CC2)c(C)c1,4%,0,0%,-3%,-23%,12%,9,-37,-11,-2%
COc1ccccc1OCCCCn1ncc2ccc(OC)c(OC)c2c1=O,?,5,-3%,0%,-3%,-2%,3,1,10,6%
O=C1C=C(c2cccc(CO)c2)C[C@@H](c2ccc(F)cc2)C1,14%,15,nt,1%,nt,8%,nt,5,-6,0%
Cc1cc([N+](=O)[O-])nn1CC(=O)Nc1cnc2ccccc2c1,-13%,6,0%,-3%,5%,-1%,-2,2,13,-18%
C[C@]12c3[nH]c4ccccc4c3CCN1C(=O)C(CC(=O)NCCc1ccccn1)C[C@@H]2C(=O)N1CCOCC1 (stereo not given in full),5%,8,nt,-5%,nt,-1%,nt,3,1,-6%
CC(C)CNC(=O)C1CCCN(C(=O)NCc2ccccc2)C1 (stereo not given),0%,nt,7%,-1%,?,-5%,8,9,1,0%
CCN(c1ccc2c(c1)OCO2)S(=O)(=O)c1cc(Br)cc2c1N(C(C)=O)CC2,2%,-3,3%,2%,-5%,9%,0,-4,0,1%
COc1cccc(NC(=O)CN(c2ccccc2OC)S(=O)(=O)c2cccs2)c1,?,-15,nt,-3%,nt,-8%,nt,86,-3,0%
COc1ccc(N2CC(C(=O)N[C@@H](C)C(=O)NC3CCCCC3)CC2=O)cc1 (stereo not given in full),1%,5,8%,4%,9%,-1%,2,-2,-19,0%
O=C(NCCS(=O)(=O)N1CCN(c2ccc(F)cc2)CC1)c1ccco1,4%,-3,nt,0%,nt,5%,nt,-1,0,3%
Cc1ccc(NC(=O)CS(=O)c2ccccc2N)c(C)c1 (stereo not given),0%,41,1%,6%,-6%,-2%,2,-4,-3,1%
O=C(COC(=O)COc1ccc(Br)cc1)NNC(=O)c1ccccc1,0%,-7,nt,-28%,nt,2%,nt,-9,15,-3%
CCN(CC)S(=O)(=O)c1ccc(C(=O)Nc2cc(S(=O)(=O)N3CCOCC3)ccc2O)cc1,1%,-28,nt,nt,nt,-3%,nt,5,-3,-2%
COc1ccccc1-n1c(C)nc2cc(C(=O)O)ccc21,5%,0,0%,7%,12%,-6%,2,15,4,10%
CCN1C(=O)N[C@@H](c2ccccc2)[C@@H](C(=O)OC)[C@H]1C,nt,-20,nt,4%,nt,nt,2,nt,-29,nt
O=C(COC(=O)c1cccc(Br)c1)NCc1ccco1,3%,0,nt,3%[46.1 µM],nt,9%,nt,-11,7,?
CCOCC(=O)Nc1nnc(COc2ccc(Cl)cc2)s1,1%,11,2%,6%,10%,1%,5,-10,11,-8%
Cc1onc(-c2c(F)cccc2Cl)c1C(=O)N=C(N)N1CCCC1,-1%,-6,-2%,1%,-2%,18%,-4,12,20,-4%
Cc1cccc(N(C)C(=O)c2cc(S(=O)(=O)N3CCCCC3)c[nH]2)c1,-6%,46,nt,14%,-9%,1%,-3,-9,18,0%
COc1ccc(CNC(=O)CN(C(=O)c2csnn2)c2ccc3c(c2)OCCO3)cc1,-12%,-9,14%,6%,15%,12%,3,-6,11,1%
CN1CCC(N(C)C(=O)c2cc(=O)c3ccccc3o2)CC1,3%,2,-1%,-1%,0%,-3%,-2,-4,12,-6%
COc1ccc(/C=C/C(=O)NC(=S)NNC(=O)c2cnccn2)cc1,?,-7,nt,2%,-14%,0%,3,-8,-28,2%
N#Cc1ccccc1OCC(=O)N1CCN(S(=O)(=O)c2ccc(Cl)cc2)CC1,?,0,nt,-10%,nt,-6%,nt,-16,-3,-3%
COc1ccc(-c2csc(N(CCCN(C)C)C(=O)c3ccc(Br)cc3)n2)cc1,0%,9,0%,nt,?,-9%,-1,2,6,?
COc1ccc(-c2[nH]ncc2CN(C)CCN2CCOCC2)cc1F,0%,1,1%,-5%,-1%,-12%,-2,-5,19,-3%
COc1ccc(OC)c(NS(=O)(=O)c2ccc(-c3coc(C)n3)cc2)c1,0%,-20,-2%,-1%,6%,0%,0,-1,5,2%
CCCC(=O)n1nc(-c2ccco2)nc1N,1%,4,-1%,2%,?,4%,3,5,-27,5%
C/C(=N\NC(=O)c1cc2ccccc2cc1O)c1cc2ccccc2o1,-10%,-9,-6%,-2%,-1%,0%,-1,-9,5,2%
Cc1cc(N2C(=O)c3ccccc3C2=O)n(C)n1,?,-1,nt,5%,-4%,2%,2,13,7,-1%
COc1ccc(OC)c(NC(=O)c2ccccc2N(Cc2ccccc2)S(C)(=O)=O)c1,?,12,-1%,-3%,11%,-4%,-1,2,4,-1%
Cc1cccc(OC(=O)c2sc3ncn(C)c(=O)c3c2C)c1,-9%,-6,-1%,-3%,4%,6%,3,-22,-4,-3%

# Screening results deposited in PubChem BioAssay by National Center for Advancing Translational Sciences (NCATS).
